MC4R ag barr: agonists of human melanocortin 4 receptor (MC4R) beta-arrestin. P32245. U2OS MC4R beta-arrestin complementation, luminescence; percent of melanotan II response, DMSO zero. activation, % at 8.9 µM. 360,000 compounds, 0.98% hits. AID 540308;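 active = activation above a per-plate cutoff, the mean activation of sample wells on that plate plus 3 SD, cut at about 8% in these data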
Target sequence (P32245 whole entry, looked up): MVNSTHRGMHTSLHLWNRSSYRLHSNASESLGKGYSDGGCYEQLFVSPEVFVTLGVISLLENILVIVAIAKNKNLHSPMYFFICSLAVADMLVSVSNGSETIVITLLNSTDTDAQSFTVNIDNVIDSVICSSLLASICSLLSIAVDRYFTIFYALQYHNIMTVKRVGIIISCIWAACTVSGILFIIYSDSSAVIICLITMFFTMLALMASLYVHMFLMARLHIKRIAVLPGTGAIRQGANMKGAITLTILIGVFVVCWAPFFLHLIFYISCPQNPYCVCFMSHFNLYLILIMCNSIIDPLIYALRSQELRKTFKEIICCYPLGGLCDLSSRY
N-glyco inh: blocks N-linked glycosylation in D54 reporter cells; 360,000 compounds, 0.23% hits; reporter increase, % at 12.5 µM; D54 ERlucT glycosylation luciferase reporter, 24 h; percent of 100 nM tunicamycin response;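 active = mean luciferase reporter signal, scaled so untreated is 0 and the glycosylation-blocking control 100, at or above a set limit in every replicate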;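 also: luciferase carries N-glycosylation sites so blocking glycosylation raises the light; 0% = median of neutral control wells and 100% = median of 100 nM tunicamycin wells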
m5-HT2A agonist: agonists of mouse serotonin 5-HT2A receptor (HTR2A). P35363. 360,000 compounds, 0.66% hits. activation, % at 7.6 µM. CHO-K1 mHTR2A beta-arrestin complementation, luminescence; percent of 30 µM serotonin response;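 active = activation above a run cutoff, the mean activation of all tested compounds plus 3 SD, cut at about 14% in these data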;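 also: 0% = plate median of compound wells and 100% = 30 µM serotonin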
Target sequence (P35363 whole entry, looked up): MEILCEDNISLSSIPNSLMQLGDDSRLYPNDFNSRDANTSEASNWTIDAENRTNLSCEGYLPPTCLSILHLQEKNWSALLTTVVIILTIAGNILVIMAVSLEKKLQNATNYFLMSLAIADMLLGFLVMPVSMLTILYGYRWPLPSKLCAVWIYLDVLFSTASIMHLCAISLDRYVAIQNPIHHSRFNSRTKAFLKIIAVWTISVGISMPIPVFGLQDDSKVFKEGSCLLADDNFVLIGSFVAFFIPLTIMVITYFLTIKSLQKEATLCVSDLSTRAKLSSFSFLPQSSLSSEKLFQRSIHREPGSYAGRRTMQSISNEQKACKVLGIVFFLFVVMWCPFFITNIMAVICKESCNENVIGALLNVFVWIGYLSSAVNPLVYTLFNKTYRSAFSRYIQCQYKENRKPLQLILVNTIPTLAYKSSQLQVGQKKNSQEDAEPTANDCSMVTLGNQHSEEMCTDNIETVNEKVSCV
iPSC survival up: hiPSC single-cell survival enhancement. ATPlite luminescence; 100% = ROCK inhibitor wells, 0% = DMSO. survival enhancement, % at 20 µM. 360,000 compounds, 0.044% hits; in the data active = survival enhancement above about 18%;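 also: cells exposed to compounds for 16 hours before the ATP read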
MC4R antagonist: antagonists of human melanocortin 4 receptor (MC4R). MC4R-expressing cells, MTII-stimulated cAMP, LANCE TR-FRET. P32245. 360,000 compounds, 0.48% hits. AID 540295. inhibition, % at 6.5 µM;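 active = inhibition above its plate's cutoff, the mean of tested wells on that plate plus 3 SD, cut at about 29% in these data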;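 also: 0% = Melanotan II alone and 100% = Melanotan II plus saturating MCL0020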
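Material – human MC4R-expressing U2OS cells · Repeats – no replicates · Detection – TR-FRET with Eu-cAMP and labeled anti-cAMP, 671 nm · Times – compound 30 min, challenge 1 h, detection 1 h · Compound – single nominal compound dose of 6.5 µM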
aDG glyco act: increases alpha dystroglycan glycosylation | activation, % at 10 µM | AID 624168 | 360,000 compounds, 0.22% hits | Pro5-aDG cells, alpha-DG glycosylation AlphaScreen (IIH6); 0% Pro5, 100% B10-LARGE cell signal;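 active = activation of at least 8% versus controls, or a plate z-score of at least 8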;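 also: Pro5 are CHO cells carrying HIG-tagged alpha-DG that lacks glycosylation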
ABCB6 inh MLPCN: blocks the human ABCB6 transporter. Q9NP58. K562-ABCB6 porphyrin accumulation, flow cytometry, 1 h; stronger effect = lower value. fluorescence ratio to DMSO, % at 10 µM. 360,000 compounds, 0.19% hits;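 active = fluorescence ratio to DMSO below 75%, the collection mean minus 3 SD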;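 also: signal is porphyrin accumulated inside mitochondria; 100% equals median channel fluorescence of DMSO control wells; lower ratio means ABCB6 inhibition with less porphyrin fluorescence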
ABHD5 PLIN5 PPI: blocks binding of human ABHD5 to perilipin-5 | inhibition, % at 4 µM | 360,000 compounds, 0.78% hits | Split G. princeps luciferase complementation, luminescence, 4 h;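 active = inhibition above the mean inhibition across every tested compound plus 3 SD, cut at about 22% in these data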;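 also: 0% = DMSO only wells and the 100% control is not disclosed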
Cardio protect: modulators protecting cardiomyocytes from myocardial damage. H9c2 cardiomyocytes, H2O2 injury protection, ATPLite, 2 h. protection from H2O2 cell death, % at 20 µM. 360,000 compounds, 0.63% hits. AID 588492;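 active = compounds giving at least 50% protection of heart cells from peroxide-induced death in the single-dose screen, raw or plate-pattern-corrected value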;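 also: 0% = DMSO wells with peroxide and 100% = DMSO wells without peroxide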
Granule exo inh: blocks lytic granule exocytosis | 360,000 compounds, 0.66% hits | TALL-104 LAMP-1 surface exposure, flow cytometry; cells stimulated with thapsigargin and PMA | AID 651702 | inhibition, % at 10 µM;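 active = inhibition above about 55%, limit read from the data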
The depositor's hits bear a star; x = no result given.

SMILES	MC4R ag barr	N-glyco inh	m5-HT2A agonist	iPSC survival up	MC4R antagonist	aDG glyco act	ABCB6 inh MLPCN	ABHD5 PLIN5 PPI	Cardio protect	Granule exo inh
COc1cccc(-c2cccc(NC(=O)C3CCN(C4CCC4)CC3)c2)c1	-3.8	0	-4	0.8	1	0.3	95	1	4	2
CCOc1ccc(C(=O)NC2CCN(S(=O)(=O)c3ccccc3)CC2)cc1	-1.2	0	6	0.4	2	0.0	103	0	1	17
Cc1ccccc1NC(=O)c1cccc(NC(=O)c2c(C(=O)O)cccc2[N+](=O)[O-])c1	-1.2	-1	-3	1.0	8	0.0	94	0	5	-6
O=C(O)CCCn1cc(NC(=O)COc2ccccc2[N+](=O)[O-])cn1	-1.1	1	0	0.2	8	-0.1	102	-2	8	-1
Cc1ccc(CNC(=O)CCCN2C(=S)NC(C)(C)CC2C)cc1 (stereo not drawn)	0.6	0	4	0.4	16	0.2	97	-1	0	-3
O=C(Nc1cccc(Cl)c1Cl)c1ccccc1OCC(=O)N1CCOCC1	-4.0	-1	4	-0.1	18	0.1	85	-1	2	21
CCc1c(C)nc(N2CCN(c3ccc(F)cc3)CC2)[nH]c1=O	-0.5	0	-7	-0.4	1	0.3	101	2	-4	-3
O=C(CCNC(=O)c1ccc(Br)cc1)NCc1ccco1	0.2	0	-8	-0.5	19	0.0	94	4	-3	-2
COc1ccc(CN2C(=O)CSCC2(C)C(=O)NC(C)C)cc1 (stereo not drawn)	x	x	-4	x	x	0.0	x	1	x	-6
O=C(Nc1ccccc1F)Nc1cc(S(=O)(=O)N2CCOCC2)ccc1N1CCCC1	-2.0	8	-4	-0.7	7	0.8	98	-1	4	0
COc1ccc(CNc2ncc(-c3ccccc3)n2C)c2ccccc12	-0.3	-5	-11	0.1	1	0.2	97	5	7	20
CCC(=O)N(Cc1cc2ccc(C)cc2[nH]c1=O)c1ccccc1OC	-1.1	0	3	-0.4	-8	0.0	98	-8	0	0
COC(=O)c1ccccc1NC(=O)CSc1nc2c(c(=O)[nH]1)CCC2	-1.2	1	1	-0.3	4	-0.1	104	-4	0	9
O=C(COC(=O)c1ccc(Br)o1)NC12CC3CC(CC(C3)C1)C2	1.9	2	4	0.6	0	-0.3	101	5	-17	-3
CC(C)c1ccccc1NC(=O)COC(=O)CCN1C(=O)/C(=C\C=C\c2ccccc2)SC1=S	-2.3	1	-4	-2.5	20	-0.1	95	-2	-8	0
CCOc1ccc2[nH]c(=O)c(CN(CCCO)C(C)=O)cc2c1	-0.8	0	0	-0.4	-6	0.3	106	-4	8	2
Cc1cccc2cc(CN(Cc3cccs3)S(=O)(=O)c3ccc4c(c3)OCCO4)c(=O)[nH]c12	-1.1	-4	0	-1.7	2	-0.1	94	-9	2	5
Cc1ccc2cc(C)c(SCC(=O)NCC3CCCO3)nc2c1 (stereo not drawn)	1.5	-2	5	-0.3	11	-0.1	96	4	2	-8
CCC1SC2=NC(C)=C(C(=O)OCC(C)C)C(/C=C/c3ccccc3OC)N2C1=O (stereo not drawn)	0.7	1	2	2.1	6	-0.4	91	3	-5	-1
CCC(C)N(C(=O)CSc1nnc(NC(C)C)s1)C1CCS(=O)(=O)C1 (stereo not drawn)	1.9	1	-1	-0.3	3	0.0	92	1	5	4
O=C(Nc1ccc2nc(-c3cccs3)[nH]c2c1)c1cccs1	-0.3	0	-1	-4.7	0	0.0	85	-4	-16	-1
O=C(COC(=O)c1ccc2ccccc2n1)NCc1ccccc1	-1.7	2	6	-0.5	7	0.1	94	4	13	-3
O=C(CSc1nnc(CNC(=O)c2ccccc2)o1)NCc1ccccc1Cl	-2.9	0	1	-0.5	6	0.0	93	1	8	0
CCO[C@@H]1OC(C(=O)NCc2nc3ccccc3[nH]2)=C[C@H](c2ccccc2)[C@H]1CCCO	-0.6	2	2	-2.9	-5	-0.1	92	-3	5	-13
CC(=O)OC(C(=O)N1CCOCC1)c1c(F)cccc1F (stereo not drawn)	1.4	-1	6	5.3	12	-0.1	95	-9	1	-2

3 entries from above in a different format:
Sequence of screens: MC4R ag barr	N-glyco inh	m5-HT2A agonist	iPSC survival up	MC4R antagonist	aDG glyco act	ABCB6 inh MLPCN	ABHD5 PLIN5 PPI	Cardio protect	Granule exo inh
O=C(COC(=O)c1ccc2ccccc2n1)NCc1ccccc1
 : -1.7	2	6	-0.5	7	0.1	94	4	13	-3
O=C(CSc1nnc(CNC(=O)c2ccccc2)o1)NCc1ccccc1Cl
 : -2.9	0	1	-0.5	6	0.0	93	1	8	0
CCO[C@@H]1OC(C(=O)NCc2nc3ccccc3[nH]2)=C[C@H](c2ccccc2)[C@H]1CCCO
 : -0.6	2	2	-2.9	-5	-0.1	92	-3	5	-13

The list continues:
SMILES	MC4R ag barr	N-glyco inh	m5-HT2A agonist	iPSC survival up	MC4R antagonist	aDG glyco act	ABCB6 inh MLPCN	ABHD5 PLIN5 PPI	Cardio protect	Granule exo inh
CC/C(=N\NC(=O)c1ccncc1)C12CC3CC(CC(C3)C1)C2	1.1	0	-2	-5.6	12	0.0	94	0	29	-1
COc1ccc(C(=O)n2ncc(C#N)c2N)cc1	-1.8	-1	2	-0.5	3	0.3	96	3	3	5
O=C(CN1C(=O)/C(=C\c2ccccc2Cl)Sc2ccccc21)NCCCN1CCOCC1	0.0	-4	-15	-0.6	0	0.3	103	17	15	14
O=C(CSc1nnc(-c2ccncc2)o1)NC1C2CC3CC(C2)CC1C3 (stereo not drawn)	1.1	1	-2	0.4	-3	0.0	104	-4	-7	1
Cc1cccc(-c2nnc3sc(-c4ccccc4C)nn23)c1	1.8	-3	-1	1.1	-7	0.4	100	8	11	51
CC(=O)N1CCN(C(=O)CCNC(=O)c2ccc(Br)cc2)CC1	-4.8	4	2	-0.5	7	0.3	101	-9	0	12
Cc1cccc(-n2ccnc2SCC(=O)c2c(N)n(C3CC3)c(=O)[nH]c2=O)c1C	-4.0	2	3	-0.7	7	-0.2	93	6	11	3
CN(C)/N=C/c1cc(Cl)cc([N+](=O)[O-])c1O	0.3	0	-3	1.3	2	-0.1	98	4	-2	-5
CCCCCn1c(SC(C)C(C)=O)nc2c1c(=O)[nH]c(=O)n2C (stereo not drawn)	2.4	4	13	1.3	-6	0.1	96	6	-7	5
c1ccc(CNCCCNCCCCNCCCNCc2ccccc2)cc1	-0.9	0	2	-3.7	-2	-0.3	95	-3	-1	-5
O=C(c1ccc2c(c1)OCO2)N1CCc2ccccc21	0.2	-1	-1	-0.5	15	0.0	98	10	-4	1
COc1ccc(N2CCN(C(=O)C(=O)c3cccc([N+](=O)[O-])c3)CC2)cc1	x	x	-1	x	x	0.1	x	-3	x	-1
O=C1/C(=C/c2ccc(O)cc2)SC(=S)N1Cc1cccnc1	-2.4	1	0	-0.7	-3	-0.9	113	-4	-7	-4
CCCS(=O)(=O)c1nc(S(=O)(=O)c2ccc(Cl)cc2)c(N2CCC(O)CC2)s1	-2.1	-3	-7	0.3	3	0.0	99	0	2	-8
COc1ccc(/C=C(\C#N)C(=O)OC2CCOC2=O)cc1 (stereo not drawn)	-2.5	2	3	-0.1	11	0.0	107	2	-2	0
O=C(c1cccs1)N1CCCC(c2ccccc2)C1 (stereo not drawn)	-0.5	-3	-7	-3.3	2	-0.2	93	-10	-7	-5
O=C(NN1C(=O)C2C3C=CC(O3)C2C1=O)c1cccc(O)c1 (stereo not drawn)	-1.3	2	-2	-0.6	-4	-0.1	90	-1	0	0
c1ccc(CCNc2ccc3c(c2)Cc2ccccc2-3)nc1	-1.2	-13	0	1.7	-8	-0.4	93	5	-8	0
O=C(CCSc1nnc(-c2ccccc2)o1)N1CCOCC1	0.2	1	6	0.9	12	0.1	108	2	-3	1
C=CCSc1nc(Cc2ccc(Cl)cc2)nc2ccccc12	-0.9	-2	0	-1.7	-2	0.4	101	2	-9	6
Cc1cccc(C(C)C)c1NC(=O)CSc1nncn1C	-0.6	0	1	-0.2	9	0.3	99	2	3	0
CNC(=S)N/N=C1\C(=O)c2cccc3cccc1c23	1.9	8	10	-1.3	17	-0.8	91	4	34	20
COc1ccc(NC(=O)Nc2ccc(Br)cn2)cc1OC	-0.6	2	8	-0.2	-7	0.0	95	9	14	-4
CCN(C(=O)CSc1nc2cc(S(=O)(=O)N(CC)CC)ccc2n1CC)C1CCS(=O)(=O)C1 (stereo not drawn)	-0.4	0	4	0.0	-5	0.1	94	6	6	10
CCN(CC)c1ccc2cc(C=O)c(=O)oc2c1	2.5	2	6	-2.7	3	0.2	141	3	-4	1
Next compounds follow:
SMILES	MC4R ag barr	N-glyco inh	m5-HT2A agonist	iPSC survival up	MC4R antagonist	aDG glyco act	ABCB6 inh MLPCN	ABHD5 PLIN5 PPI	Cardio protect	Granule exo inh
Oc1cc(Nc2ccncc2)cc2cccnc12	-2.1	-8	-17	-2.4	-3	1.5	101	-6	10	-6
Cc1ccc(CS(=O)(=O)c2ncc(Cl)c(C(=O)Nc3ccc(OC(F)F)cc3)n2)cc1	-4.1	5	-3	4.9	40*	-0.7	62*	57*	-17	35
Nc1nc(SCC(=O)Nc2cccc(S(=O)(=O)N3CCCCCC3)c2)n[nH]1	-1.3	0	-1	1.3	-2	-0.1	92	0	-10	0
CCN(CC)CCNS(=O)(=O)c1ccc2c3c(cccc13)C(=O)N2	0.0	4	-7	0.5	10	0.0	97	-4	13	1
COc1ccc(CCC(=O)NCC(c2ccco2)N2CCc3ccccc32)cc1 (stereo not drawn)	-0.7	-2	0	0.9	-8	0.2	96	5	0	16
Cc1ccc(C)c(S(=O)(=O)N2CCN(C(=O)[C@@H](NC(=O)c3ccc(F)cc3)C(C)C)CC2)c1	-3.5	-3	-12	-0.5	11	0.5	97	6	5	-1
CCOC(=O)C(NC(=O)c1ccccc1)=C1C=C(C)OC(C)=C1	-2.5	1	-1	-1.7	0	-0.1	104	3	14	-5
O=c1[nH]c(NCCO)nnc1Cc1ccc(Cl)cc1	-3.2	3	1	0.5	1	-0.1	100	-5	5	-4
CCCn1c(C(C)C)n[nH]c1=S	-1.4	-1	-3	-0.6	-1	0.2	101	-8	4	-8
CC(C)C(=O)N1CCC1(C)C(=O)Nc1ccc(-n2cccc2)cc1 (stereo not drawn)	-0.3	0	-5	-1.2	-7	-0.2	99	-2	3	-6
COc1ccc(C2C(C(=O)Nc3cccc(OC)c3)c3ccccc3C(=O)N2C)cc1 (stereo not drawn)	-2.6	-1	2	0.8	4	0.0	97	-2	-7	-1
O=C(COC(=O)c1ccc2ccccc2n1)c1ccc(F)cc1	0.2	2	4	-0.3	22	-0.3	96	-2	-8	3
CCOc1ccccc1NC(=O)CN(C)S(=O)(=O)c1ccc2[nH]c(=O)oc2c1	-0.8	2	2	3.6	20	0.2	101	-10	0	14
CCC1=NC(c2ccccc2Cl)N(O)C1(C)C (stereo not drawn)	-1.5	1	-2	0.7	-2	0.2	98	-3	-2	1
Cc1cc(Oc2nnnn2-c2ccccc2)ccc1Cl	3.5	-3	-2	0.6	2	3.1	97	-2	-3	0
Cc1ccc(N2CCN(C(=S)Nc3ccccc3)CC2)cc1	-1.3	-1	-2	0.3	4	0.0	97	4	0	0
O=C(COc1ccc2ccccc2c1)NNC(=O)c1cccs1	-2.8	-6	-1	0.4	12	-0.3	97	-4	2	-1
O=C(COC(=O)COc1ccccc1[N+](=O)[O-])Nc1cccc(Br)c1	-2.9	3	-2	0.8	5	0.1	98	1	0	-3
